Source: PubChem
NCI-60 one-dose screen, 48 h, at 10 µM unless noted. Numbers give growth in % (100 = growth as untreated, 0 = no growth, -100 = all killed).
UACC-257: UACC-257 melanoma; hit rate 4.4% among 78,000
SK-MEL-2: SK-MEL-2 melanoma. hit rate 4.7% among 77,000
SK-MEL-5: SK-MEL-5 melanoma. hit rate 6.4% among 80,000. AID 1794755
MDA-MB-435: MDA-MB-435 melanoma; hit rate 7.8% among 82,000; AID 1794794
UACC-62: UACC-62 melanoma | hit rate 5.4% among 81,000
SK-MEL-28: SK-MEL-28 melanoma; hit rate 4.1% among 81,000
M14: M14 melanoma. hit rate 6.2% among 80,000
MALME-3M: MALME-3M melanoma; hit rate 5.8% among 78,000
An asterisk follows results filed as active; / = no result given. How the source made its calls: active means growth percent below 10; inactive means the rest.

SMILES	UACC-257	SK-MEL-2	SK-MEL-5	MDA-MB-435	UACC-62	SK-MEL-28	M14	MALME-3M
Cc1ccc(-c2nc(SCC(=O)c3ccc(Br)cc3)nc(Nc3ccc(S(N)(=O)=O)cc3)c2C#N)cc1	113	102	98	95	104	113	95	91
O=C(O)CNc1ccc(O)cc1	101	98	95	110	103	112	114	114
O=C(Nc1ccccc1)N1c2ccccc2SC1c1ccco1 (centres undefined)	82	104	81	102	77	102	92	87
CC(C)c1[nH]nc2c(NCc3ccc(-c4ccccn4)cc3)nc(SCCN)nc12	1.3*	-82*	-39*	-40*	-10*	-14*	-43*	-41*
Cc1c(C(N)=O)sc2nc(SCc3nnc(-c4ccccc4)o3)n(Cc3ccccc3)c(=O)c12	110	108	/	86	80	116	94	/
C[C@H](c1nc2ccc(C(=O)O)cc2[nH]1)[C@H]1CC[C@H]2[C@@H]3CCC4=CC(=O)CC[C@]4(C)[C@H]3CC[C@]12C	104	110	101	102	92	111	100	106
O=C(NCc1ccc(F)cc1)C1CN(c2ccc(Cl)cc2)N(c2ccc(Cl)cc2)C1=O (centres undefined)	76	65	53	-22*	42	75	/	60
COC(=O)c1cc(N=C2NC(=O)/C(=C/c3c(F)c(F)c(F)c(F)c3F)S2)ccc1O	88	87	101	104	97	105	101	106
Cc1ccc(/C=C2\C(=O)N(C)c3ccc(S(=O)(=O)Nc4ccc(C(C)(C)C)cc4)cc32)s1	76	90	82	69	61	69	67	42
COC(=O)[C@]1(C)N[C@H](c2cn(-c3ccccc3)nc2-c2ccccc2)[C@@H]2C(=O)N(c3ccc(Cl)cc3)C(=O)[C@@H]21	114	106	108	105	96	110	96	98
O=C(O)c1cn(C2CC2)c2cc(N3CCN(C(=O)N4CCOCC4)CC3)c(F)cc2c1=O	98	103	99	105	97	104	102	89
O=C1CCSc2c1ccc1ccccc21	106	108	102	111	101	111	109	140
CCN(CC)c1ccc(C(=NO)c2ccc(N(CC)CC)cc2)cc1	99	88	86	18	73	88	69	95
CCN(CC)C(=O)COc1ccc(C=C2C(=O)NC(=O)NC2=O)cc1	111	110	106	103	102	110	112	111
Cn1cc(-c2nn3cc(-c4ccncc4)nc3s2)c2cc(Br)ccc21	98	75	58	32	61	94	52	57
COc1ccc(/C=C2\Oc3cc(OCC(=O)c4ccc([N+](=O)[O-])cc4)ccc3C2=O)cc1OC	115	124	106	122	93	109	119	110
C=CCOc1cccc(/C=C2\SC(=S)N(C3CC(=O)N(c4ccc(Cl)cc4)C3=O)C2=O)c1 (centres undefined)	106	109	101	103	91	120	103	104
O=C1C=CC(=Nc2cccc3c2C(=O)c2ccccc2-3)O1	98	100	95	103	78	113	94	98
CCOC(=O)C(Cc1ccc([N+](=O)[O-])cc1)(NC=O)C(=O)OCC	84	98	99	105	97	110	97	102
[2H]C1NC([2H])C([2H])(c2ccc(-n3cc4cccc(C(N)=O)c4n3)cc2)C([2H])C1[2H] (centres undefined)	102	109	91	92	77	101	91	92
Cc1ccc(C(C(N)=O)C(C(N)=O)c2ccccc2)cc1 (centres undefined)	102	105	117	109	119	123	108	129
Cc1[nH]c(C(=O)Nc2ccc(C(=O)NCCN)cc2OC(C)C)c(Cl)c1Cl	105	99	71	-18*	84	71	-31*	63
CCNC(=O)Nc1ncccc1OCc1cccc(Cl)c1	108	92	96	97	90	110	105	95
CC(C(=O)c1ccccc1)[n+]1ccccc1 (centres undefined)	100	104	99	91	93	110	93	103
O=S(=O)(O)c1ccc(O)cc1	105	109	111	118	109	115	/	117

Later entries.
SMILES	UACC-257	SK-MEL-2	SK-MEL-5	MDA-MB-435	UACC-62	SK-MEL-28	M14	MALME-3M
Cc1nc(O)c(C)c(=O)[nH]1	99	86	107	102	104	106	92	93
Nc1ccn([C@H]2CC[C@@H](CO)O2)c(=O)n1	108	/	111	111	114	111	108	112
O=C(O)CC1CCCCCC1	/	129	103	104	100	106	98	95
CC(=O)/C(=C/n1ccc(=O)[nH]c1=S)C(=O)Nc1ccc(Cl)cc1	110	107	99	99	94	101	88	/
Clc1ccc(Cc2nnc3sc(-c4cccnc4)nn23)cc1	109	113	96	101	91	109	106	108
COc1cncc(-c2ccc3ncnc(N4CCc5ccc(Cl)cc54)c3c2)n1	116	113	108	108	101	114	112	114
CC(=O)OCC1O[C@H](Oc2ccc3c(c2)CC[C@@H]2[C@@H]3CC[C@]3(C)C(=O)CC[C@@H]23)C(OC(C)=O)[C@@H](OC(C)=O)[C@H]1OC(C)=O (some centres undefined)	87	/	113	/	109	103	/	117
CN(C)C1(C(N)=O)CCN(Cc2ccccc2)CC1	102	95	/	102	110	108	96	98
C=C(CNCCO)[C@@H]1CC[C@]2(CO)CC[C@]3(C)[C@H](CC[C@@H]4[C@@]5(C)CCC(N)C(C)(C)[C@@H]5CC[C@]43C)[C@@H]12 (some centres undefined)	-81*	-29*	-88*	-44*	9.7*	-76*	-70*	-75*
CCCCCSc1oc(-c2ccc(F)cc2)nc1S(=O)(=O)c1ccc(C)cc1	86	103	89	98	84	100	79	77
CCCCCCCCc1nc2ccccc2s1	108	108	99	103	96	103	99	100
Cn1cc(C2=C(c3cccc4ccccc34)C(=O)NC2=O)c2cccnc21	90	101	105	100	99	107	92	97
CC(C)(C)c1ccc(Oc2ccc([N+](=O)[O-])cc2[N+](=O)[O-])c(Br)c1	73	78	102	107	92	101	95	115
O=C(c1cc[n+](CCc2ccccc2)cc1)N1CCOCC1	90	109	103	110	100	110	93	103
COc1ccc(CCN2C(=O)C(C)SC2=S)cc1OC (centres undefined)	97	/	95	97	94	102	105	100
O=C(N/N=C1/C=C(NNC(=O)c2ccncc2)CCC1)c1ccncc1	97	/	101	111	92	114	99	106
NS(=O)(=O)c1ccc(-n2ncc3c(Nc4ccccc4)ncnc32)cc1	81	91	80	87	94	93	70	104
Cc1oc2ncnc(Nc3cccc(F)c3)c2c1C(=O)O	/	107	100	104	90	103	112	107
N[C@@H](Cc1ccccc1)[C@@H](O)C(=O)NCCN1CCOCC1	103	115	104	101	89	107	103	102
O=C(O)c1ccccc1[I+]c1ccccc1	85	95	99	108	100	97	102	120
O=C(CSc1nnc(-c2cccs2)n1-c1ccccc1)Nc1ccc(C(=O)O)cc1	105	120	104	101	88	107	/	97
COC(=O)c1ccc[n+](CCc2ccccc2)c1	/	106	104	103	97	110	103	109
O=c1oc(-c2ccc(Cl)cc2)nc2c(-c3ccc(Cl)cc3)nc3ccccc3c12	98	91	59	108	87	130	119	91
COc1cc(NCCCCN)c2ncccc2c1	108	105	103	110	95	111	95	107
C=C(C)C[C@@]1(C(=O)OC)C(=O)[C@H](C)CC2[C@@]3(C)CC[C@H](O)C(C)(C)C3CC[C@]21C (some centres undefined)	96	95	96	102	81	107	103	105

Continued:
SMILES	UACC-257	SK-MEL-2	SK-MEL-5	MDA-MB-435	UACC-62	SK-MEL-28	M14	MALME-3M
CC(CCC(=O)O)C1CCC2C3CC(=O)C4CC(=O)CCC4(C)C3CCC12C (centres undefined)	92	/	95	109	98	115	106	112
CCC1(c2ccccc2)NC(=O)N(CC(=O)NCC(=O)Nc2ccc(Br)cc2C)C1=O (centres undefined)	103	/	116	105	93	119	98	110
c1ccc2c(C3OCC4(CCCCC4)CO3)cccc2c1	95	104	103	105	97	106	99	103
CNS(=O)(=O)c1ncnc2nc[nH]c12	125	110	97	110	104	112	115	118
Nc1sc2c(c1-c1nnc(-c3ccccc3)o1)CCCC2	/	95	99	91	87	113	97	111
O=C(/C=C/c1ccc2ccccc2c1)Nc1ncc(Cc2ccccc2Cl)s1	98	102	100	101	75	104	105	98
CN1CCN(NC(=O)NS(=O)(=O)c2ccc(Cl)cc2)CC1	90	93	101	108	95	116	105	109
O=C(O)CN(CC(=O)O)C1CCCCC1N(CC(=O)O)CC(=O)O (centres undefined)	103	111	99	105	88	106	/	120
N#CC12C(=O)N=C(N)C1(C#N)C2C(=O)c1ccccc1 (centres undefined)	96	115	104	106	93	129	97	100
CC(C)(C)c1ccc2c(c1)C(=O)N(NC(=O)c1ccc(S(N)(=O)=O)cc1)C2=O	99	103	104	101	99	109	107	109
Fc1ccc(Nc2nc(NCCNc3ccnc4cc(Cl)ccc34)nc(N3CCOCC3)n2)cc1	-89*	51	43	28	48	-99*	-43*	-63*
Brc1ccc(-c2cc(-c3cn(-c4ccccc4)nc3-c3ccc(OCc4ccccc4)cc3)on2)cc1	89	83	97	82	82	94	79	113
N#C/C(=C/c1cc([N+](=O)[O-])c(O)c([N+](=O)[O-])c1)C(N)=O	102	90	101	99	116	104	100	102
O=c1c(Cc2ccc(F)cc2)cc(-c2ccccc2)nn1C/C(=N/O)c1ccccc1	54	37	37	49	34	62	38	36
CCOC(=O)c1nnn(CC(N)=O)c1C	90	89	110	108	105	108	/	94
O=C1c2ccccc2C(=O)c2cc(Cn3cc[n+](Cc4ccc5ccccc5c4)c3)ccc21	56	89	68	85	61	95	/	67
NS(=O)(=O)c1ccc(N=Nc2ccc(-c3nn4cc(-c5ccccc5)nc4s3)cc2)cc1	100	99	101	101	101	105	97	105
Cc1nc(N)nc(SCc2ccc([N+](=O)[O-])cc2)c1Br	87	94	94	99	87	103	104	110
Nn1c(Nc2ccc(S(=O)(=O)Nc3ncccn3)cc2)nnc(/C=C/c2c(O)ccc3ccccc23)c1=O	94	89	88	95	84	112	98	94
Cn1cc(NC(=O)c2cc(NC(=O)c3cc(NC=O)cn3C)cn2C)cc1C(=O)NCCC(=N)N	111	124	71	109	86	/	/	97
COc1cccc(-c2nc3occn3c2-c2ccnc(NCCNS(=O)(=O)c3ccc(Cl)cc3)n2)c1	110	95	80	79	73	106	82	98
C=CCC(=O)N[C@@H](/C=C/C(=O)OCC)Cc1ccc(-c2cc(Cl)cc(Cl)c2)cc1	62	67	36	59	49	85	70	82
COC(=O)c1ccc(CSc2ccccc2NC(=S)Nc2cccc(SC)c2)o1	100	102	95	99	82	114	97	100
N#Cc1c(NC(=O)c2ccc(C(O)(C(F)(F)F)C(F)(F)F)cc2)sc2c1CCC(=O)C2	-62*	-27*	-99*	-45*	-88*	-87*	-68*	-92*
CC(=O)CC(=O)Nc1cccc2ccccc12	113	109	109	105	102	105	107	133

Record cards, from the list above. Screens in order: UACC-257	SK-MEL-2	SK-MEL-5	MDA-MB-435	UACC-62	SK-MEL-28	M14	MALME-3M
`O=c1c(Cc2ccc(F)cc2)cc(-c2ccccc2)nn1C/C(=N/O)c1ccccc1` is entered as 54	37	37	49	34	62	38	36
`O=C(/C=C/c1ccc2ccccc2c1)Nc1ncc(Cc2ccccc2Cl)s1` is entered as 98	102	100	101	75	104	105	98
`COC(=O)c1ccc(CSc2ccccc2NC(=S)Nc2cccc(SC)c2)o1` is entered as 100	102	95	99	82	114	97	100
`CNS(=O)(=O)c1ncnc2nc[nH]c12` is entered as 125	110	97	110	104	112	115	118
`Brc1ccc(-c2cc(-c3cn(-c4ccccc4)nc3-c3ccc(OCc4ccccc4)cc3)on2)cc1` is entered as 89	83	97	82	82	94	79	113

The list continues.
SMILES	UACC-257	SK-MEL-2	SK-MEL-5	MDA-MB-435	UACC-62	SK-MEL-28	M14	MALME-3M
CN(C)c1ccc(C(=O)C(NCCO)c2ccccc2)cc1 (centres undefined)	99	99	99	100	99	104	91	86
NC(=O)N1CCOCC1	119	105	105	116	104	106	108	111
Cc1cc(C)cc(C(=O)c2cc(Cl)ccc2OCCn2c(=O)ccn(CCOc3ccccc3)c2=O)c1	/	65	69	71	/	/	58	101
COc1ccc2c(c1)NC(=O)CC2c1cc(OC)c2c(c1OC)OCO2 (centres undefined)	89	/	94	23	72	97	80	84
CCOC(=O)c1c(NCC(=O)Nc2ccccc2)sc(C(C)=O)c1C	102	105	100	99	98	123	102	128
Nc1cc(-c2c[nH]c3ccccc23)nc2cc(-c3c[nH]c4ccccc34)nn12	70	96	46	71	87	60	29	64
CCCCCN(CCCCC)CC(O)c1cc(C)c2ccc3cc(C(C)C)ccc3c2c1 (centres undefined)	105	83	79	0.8*	91	88	20	54
COc1cc(-c2nn(-c3ccccc3)cc2-c2ccnc(NCCNS(=O)(=O)c3ccc(Cl)cc3)n2)ccc1Cl	35	61	33	28	41	49	24	70
COc1cccc(NC(=O)OC(C)C)c1	108	136	109	93	108	108	112	94
CCC(c1ccc(OC)cc1)C(CC)c1ccc(C(O)CN2CCCCC2)cc1 (centres undefined)	66	106	59	94	79	88	83	99
COc1ccc(C2CC(c3ccccc3)=NN2C(=O)c2ccc(S(C)(=O)=O)cc2)cc1 (centres undefined)	86	97	95	101	95	106	103	97
CCN(CC)c1ccc(C=O)c(OCc2cn(CC(=O)Nc3ccccc3Br)nn2)c1	110	113	98	101	91	106	111	108
CCCN(CCOC(=O)c1ccc([N+](=O)[O-])cc1)CCOC(=O)c1ccc([N+](=O)[O-])cc1	99	107	96	102	99	108	107	107
OC[C@H]1O[C@](O)(CO)[C@@H](O)[C@@H]1O	107	113	109	103	108	116	101	105
CN1CCN(c2ccc(Nc3nc(NCCNC(=O)c4ccc(C(F)(F)F)cc4)c4sccc4n3)cc2)CC1	-93*	-42*	-100*	-95*	-90*	-96*	-54*	-100*
Ic1c(I)c(I)c(I)c(I)c1I	98	118	107	/	99	103	114	111
CCOC(=O)C(F)C(=O)OCC	93	117	92	107	95	110	103	102

Results in SK-MEL-28, for 4 of the compounds above:
SMILES,SK-MEL-28
CCC(c1ccc(OC)cc1)C(CC)c1ccc(C(O)CN2CCCCC2)cc1 (centres undefined),88
COc1ccc(C2CC(c3ccccc3)=NN2C(=O)c2ccc(S(C)(=O)=O)cc2)cc1 (centres undefined),106
CCN(CC)c1ccc(C=O)c(OCc2cn(CC(=O)Nc3ccccc3Br)nn2)c1,106
CCCN(CCOC(=O)c1ccc([N+](=O)[O-])cc1)CCOC(=O)c1ccc([N+](=O)[O-])cc1,108
